GSTO1 counter: counter-screen for RBBP9 inhibitors: inhibitors of human GSTO1; 300,000 tested, 1.1% active; P78417; recombinant GSTO1, activity-based probe fluorescence polarization; AID 1974; inhibition, % at 5.96 µM;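 active means inhibition above the campaign mean inhibition plus 3 SD, cut at about 35% in these data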;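 further: 0% = GSTO1-1 with DMSO and 100% = wells lacking GSTO1-1 enzyme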
LYPLA2 inh: blocks human lysophospholipase 2, a PME1 counter-screen. 320,000 tested, 0.38% active. O95372. recombinant LYPLA2, FP-Rh probe fluorescence polarization. AID 2177. inhibition, % at 5.9 µM;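 active means inhibition above the screen-wide mean plus 3 SD, limit set per campaign, cut at about 26% in these data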;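 further: 0% = LYPLA2 with DMSO and 100% = wells lacking LYPLA2 enzyme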
Target sequence (O95372 whole entry, looked up): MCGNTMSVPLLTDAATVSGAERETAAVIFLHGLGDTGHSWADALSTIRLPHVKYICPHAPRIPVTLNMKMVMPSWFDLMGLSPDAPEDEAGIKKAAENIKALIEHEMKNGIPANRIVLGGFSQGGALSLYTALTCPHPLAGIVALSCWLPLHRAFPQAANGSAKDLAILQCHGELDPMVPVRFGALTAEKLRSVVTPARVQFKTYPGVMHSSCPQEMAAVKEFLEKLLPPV
PAFAH1B3 FP inh: blocks human PAF acetylhydrolase 1B catalytic subunit 3. Q15102. recombinant PAFAH1B3, FP-rhodamine probe, fluorescence polarization. inhibition, % at 3.39 µM. 340,000 tested, 0.28% active;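 active means inhibition above the screen-wide average of all tested compounds plus 3 SD, cut at about 25% in these data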;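 further: 0% = enzyme with DMSO only and 100% = wells lacking PAFAH1B3 protein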
EBNA-1 inh: blocks EBNA-1 binding to DNA; 300,000 tested, 0.34% active; EBNA-1 DNA binding, fluorescence polarization; inhibition, % at 14.8 µM; in the data active means inhibition above about 28%
PAFAH2 FP inh: PAFAH2 (human) inhibition. recombinant PAFAH2, FP-rhodamine activity probe, fluorescence polarization. inhibition, % at 3.39 µM. 340,000 tested, 0.99% active;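 active means inhibition above the mean over all tested compounds plus 3 SD, cut at about 30% in these data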;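 further: inhibitors block probe labeling of enzyme so polarization drops; 0% = enzyme with DMSO and 100% = wells lacking PAFAH2 protein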
LYPLA1 counter: counter-screen for PME1 inhibitors: inhibitors of human LYPLA1 | recombinant LYPLA1, FP-Rh probe fluorescence polarization | 320,000 tested, 0.16% active | inhibition, % at 5.9 µM | O75608;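 active means inhibition above the mean of all tested compounds plus 3 SD, set per campaign, cut at about 14% in these data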;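 further: inhibitors block serine hydrolase probe labeling of LYPLA1 so polarization falls; 0% = enzyme with DMSO and 100% = wells lacking LYPLA1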
ZTA DNA inh: blocks Epstein-Barr virus ZTA, an EBNA-1 counter-screen; inhibition, % at 11 µM; 320,000 tested, 0.15% active; ZTA-DNA binding, fluorescence polarization; in the data active means inhibition above about 33%
PREPL inh: human PREPL enzyme inhibition; AID 2751; inhibition, % at 5.96 µM; recombinant PREPL, fluorescence polarization activity-based probe; 320,000 tested, 0.68% active; in the data active means inhibition above about 43%;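 further: 0% = enzyme with DMSO and 100% = wells lacking enzyme; many of its hits are not listed in these tables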
Target sequence (Q4J6C6 whole entry, looked up): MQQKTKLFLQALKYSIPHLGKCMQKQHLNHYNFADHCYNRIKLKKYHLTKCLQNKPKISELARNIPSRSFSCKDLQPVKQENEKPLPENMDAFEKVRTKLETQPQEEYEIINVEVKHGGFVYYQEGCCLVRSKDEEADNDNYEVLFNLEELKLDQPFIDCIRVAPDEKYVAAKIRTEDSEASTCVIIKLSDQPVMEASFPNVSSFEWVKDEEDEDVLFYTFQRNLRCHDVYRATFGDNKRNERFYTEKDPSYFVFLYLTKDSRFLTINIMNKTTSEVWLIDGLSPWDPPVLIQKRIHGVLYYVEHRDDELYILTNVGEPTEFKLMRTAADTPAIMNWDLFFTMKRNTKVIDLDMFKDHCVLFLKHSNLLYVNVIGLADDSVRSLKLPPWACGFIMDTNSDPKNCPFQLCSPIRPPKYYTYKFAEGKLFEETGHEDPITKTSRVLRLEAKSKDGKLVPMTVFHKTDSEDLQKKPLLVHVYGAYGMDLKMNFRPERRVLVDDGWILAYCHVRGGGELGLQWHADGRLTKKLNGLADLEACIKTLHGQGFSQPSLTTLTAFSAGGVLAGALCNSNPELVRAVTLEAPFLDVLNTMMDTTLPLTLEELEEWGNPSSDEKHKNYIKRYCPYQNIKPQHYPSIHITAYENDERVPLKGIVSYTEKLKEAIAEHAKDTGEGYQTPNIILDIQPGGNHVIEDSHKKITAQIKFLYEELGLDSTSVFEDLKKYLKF
PAD4 FP inh: inhibitors of human PAD4; Q9UM07; recombinant PAD4, RCA probe fluorescence polarization; inhibition, % at 6.36 µM; 330,000 tested, 0.41% active; AID 485272;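 active means percent inhibition above a cutoff equal to the mean of all tested compounds plus 3 SD, cut at about 15% in these data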;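 further: 0% = PAD4 with RCA probe and DMSO and 100% = probe without PAD4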
* marks the source's active call; other numbers are inactive results; nt = not tested or not shown.

#	Compound	GSTO1 counter	LYPLA2 inh	PAFAH1B3 FP inh	EBNA-1 inh	PAFAH2 FP inh
1	COc1ccc(Nc2ncnc3c2c(C)c(C)n3CCO)cc1	6	9	2	1	-3
2	O=C(NCc1ccccc1)C(c1ccc(F)cc1)N(C(=O)c1csnn1)C1CCCC1 (configuration not stated)	8	3	-1	-8	4
3	COc1ccc(CC(=O)Nc2c(C(=O)N3CCN(c4ccccc4OC)CC3)oc3ccccc23)cc1OC	3	-1	0	-1	1
4	CCOc1ccc(OCC)c(NC(=O)CCS(=O)(=O)c2ccc(Br)s2)c1	-2	-5	-8	-2	7
5	Nc1ccccc1Nc1cc(-c2ccccc2)nn1-c1cccc(Cl)c1	-4	-1	8	-18	4
6	COc1cc(NC(=O)c2ccc3c(c2)S(=O)(=O)N=C2CCCCCN23)cc(OC)c1	1	-1	3	11	4
7	O=C1CS(=O)(=O)c2ccccc2N1	2	-1	8	-17	2
8	O=C1C(=O)N(c2ccccn2)C(c2ccc(F)cc2)/C1=C(/O)c1ccc(Br)cc1 (configuration not stated)	-3	-1	0	-5	9
9	O=C(Nc1c2c(nc3ccccc13)CCCC2)c1ccccc1F	0	0	2	3	0
10	CCOc1ccc2[nH]c(C(=O)N/N=C/c3ccccc3OC)cc2c1	-23	-11	6	7	-8

#	LYPLA1 counter	ZTA DNA inh	PREPL inh	PAD4 FP inh
1	1	-12	14	3
2	-5	-5	-5	3
3	-5	-19	18	0
4	-4	27	6	-1
5	-4	-24	4	3
6	-5	-11	1	-1
7	-3	-5	-7	-2
8	-3	-15	-8	0
9	-3	-5	2	4
10	-3	-3	34	-1

(next part)
#	Compound	GSTO1 counter	LYPLA2 inh	PAFAH1B3 FP inh	EBNA-1 inh	PAFAH2 FP inh
11	CCOC(=O)C1=C(C)N(CCCC(=O)O)C(=O)NC1c1ccc([N+](=O)[O-])cc1 (configuration not stated)	-3	6	4	-9	-3
12	O=C(/C=C/CCc1ccc2c(c1)OCO2)N1CCCCC1	nt	nt	-6	nt	-7
13	O=C(CCCOc1ccccc1)Nc1cccnc1	3	10	6	7	-2
14	COc1cc(/C=C2\C(=O)NN(c3ccccc3)C2=O)cc([N+](=O)[O-])c1O	12	0	15	-13	19
15	CC1CN(C(=O)CCC(=O)NCCc2ccccc2)c2ccccc2O1 (configuration not stated)	-4	0	0	2	-1
16	CC(=O)C1C(=O)c2c(cccc2[N+](=O)[O-])C1=Nc1ccc(S(N)(=O)=O)cc1 (configuration not stated)	20	10	35*	-9	39*
17	COC(=O)c1ccc(N2C(=O)CC(N3CCOCC3)C2=O)cc1 (configuration not stated)	1	-4	10	-3	-6
18	CCc1ccc(NC(=O)CCc2nnc3ccc(N4CCC5(CC4)OCCO5)nn23)cc1	-5	4	4	5	6
19	C[C@H](CO)N1C[C@H](C)[C@@H](CN(C)S(C)(=O)=O)Oc2ccc(NC(=O)Nc3ccc4c(c3)OCO4)cc2C1=O	nt	nt	2	nt	-2
20	CSc1ccccc1C(=O)Nc1ccc(C)c(C)c1	1	-10	7	-6	-2

#	LYPLA1 counter	ZTA DNA inh	PREPL inh	PAD4 FP inh
11	3	5	-2	3
12	nt	nt	9	-11
13	0	-15	9	3
14	-2	6	17	-7
15	0	-4	-4	-3
16	2	-31	29	-2
17	0	-9	0	-2
18	0	13	12	-1
19	nt	nt	17	0
20	-2	-3	13	-6

Next part:
#	Compound	GSTO1 counter	LYPLA2 inh	PAFAH1B3 FP inh	EBNA-1 inh	PAFAH2 FP inh
21	Cc1ccccc1NS(=O)(=O)c1ccc2c3c(cccc13)C(=O)N2C	0	-8	4	-2	10
22	CC1(C(=O)OCC(=O)NCCNC(=O)COC(=O)C2(C)CC2(Cl)Cl)CC1(Cl)Cl (configuration not stated)	6	4	5	3	10
23	NS(=O)(=O)c1ccc(NC(=S)Nc2ccc(Br)c(Cl)c2)cc1	-9	-25	-8	1	-17
24	Cc1ccc(S(=O)(=O)N(C)CCCC(=O)NC(C)(C)C)cc1	-8	3	7	1	-1
25	CC1=CC(C)C(/C=N/N=C(N)N)C(C)C1 (configuration not stated)	8	7	9	-3	1
26	COc1cc(/C=N/NC(=S)Nc2cccc(S(=O)(=O)N(C)C)c2)cc(OC)c1O	7	5	4	-1	3
27	O=C(NC(=S)NNC(=O)c1cccs1)c1ccco1	2	-2	2	4	-1
28	CCOC(=O)c1ccc(NC(=O)CSc2nnc(NC(=O)c3ccc(S(=O)(=O)N4CCOCC4)cc3)s2)cc1	-5	2	4	-4	-3
29	CCOc1ccc(/C=C/C(=O)Nc2ccc(N3CCOCC3)cc2)cc1	6	-7	4	0	3
30	COc1ccc(/C=C/C(=O)Oc2cccc(/C=N/NC(=O)Cc3ccc(Br)cc3)c2)cc1	3	7	1	-1	-5

#	LYPLA1 counter	ZTA DNA inh	PREPL inh	PAD4 FP inh
21	-5	-5	-3	-11
22	-2	-4	11	1
23	-12	7	1	-6
24	2	-6	15	0
25	2	-7	-18	6
26	-2	4	37	-5
27	1	-7	7	0
28	0	7	3	1
29	-2	10	26	5
30	-2	-23	4	0

(further entries)
#	Compound	GSTO1 counter	LYPLA2 inh	PAFAH1B3 FP inh	EBNA-1 inh	PAFAH2 FP inh
31	CCOc1ccc(S(=O)(=O)N2CCC(C(=O)N3CCN(C)CC3)CC2)cc1Cl	0	-6	-2	7	-10
32	O=C(NCc1ccc2c(c1)OCO2)C1CCCN1C(=O)Nc1ccc(Cl)cc1 (configuration not stated)	-8	-4	11	-13	-6
33	COc1ccc(-c2nnc(SCC(=O)N/N=C/c3ccccc3C(=O)O)n2-c2ccccc2)cc1	-5	8	5	-2	0
34	COC(=O)c1sccc1NC(=O)Cn1nnc(-c2ccc(C)cc2)n1	-5	0	-8	1	-6
35	CN(C(=O)CCNC(=O)Cn1ccc2ccccc2c1=O)c1ccc(Br)cc1	-4	0	0	5	-1
36	CCN(CC)S(=O)(=O)c1ccc(/C=C/C(=O)OCC(=O)Nc2cccc3ccccc23)cc1	1	-5	-7	-4	53*
37	C=CCN1c2ccccc2[C@]23C[C@@H](C(=O)OC)N(C(=O)c4cc(C)oc4C)C2=NC(C(=O)OC)=C(C(=O)OC)[C@H]13	6	8	nt	4	nt
38	COc1ccc(/C=C2\Oc3cc(OCC(=O)N4CCC[C@H]4C(=O)O)ccc3C2=O)c(OC)c1OC	-11	-1	10	-3	-10
39	Cc1cc(OCc2cc(C(=O)N(C)CCOc3ccccc3)no2)cc(C)c1Cl	-1	-2	-1	-17	-3
40	Nc1c(C(=O)c2ccccc2)oc2ccc([N+](=O)[O-])cc12	-13	1	1	10	3

#	LYPLA1 counter	ZTA DNA inh	PREPL inh	PAD4 FP inh
31	2	20	-17	0
32	1	-1	-9	-4
33	-4	1	33	0
34	-3	0	3	-6
35	0	15	-6	-2
36	-8	14	-1	-2
37	1	1	15	1
38	3	-11	8	1
39	-3	14	-26	-2
40	-1	-10	25	-3

(cont.)
#	Compound	GSTO1 counter	LYPLA2 inh	PAFAH1B3 FP inh	EBNA-1 inh	PAFAH2 FP inh
41	CC(C)NC(=O)CN(CCc1ccccc1)S(C)(=O)=O	1	10	7	6	1
42	Cc1ccc(-c2nnc(-c3ccc(NC(=O)Cc4cccs4)cc3)o2)cc1	9	3	-6	0	-8
43	NCCSc1c(-c2ccc(Cl)cc2)[nH]c2ccccc12	-8	-1	6	-9	-2
44	CCOC(=O)c1ccc(NC(=S)N2CCN(CCO)CC2)cc1	-1	1	6	2	2
45	Cc1cccc(C(=O)Nc2ccc3ccccc3c2)c1	-6	-5	-7	-7	-3
46	CCN(CC(=O)NCc1cccs1)c1nnnn1-c1ccccc1	3	1	4	5	4
47	O=C1N=C(N2CCCC2)S/C1=C\c1cccc(Br)c1	3	-4	4	-4	3
48	COc1ccc2c(c1)C(c1ccccc1)=NNC(c1ccco1)=N2	5	-6	-3	-1	-6
49	Cc1ccc(NC(=O)C2CCCN(S(=O)(=O)c3cccs3)C2)cc1 (configuration not stated)	0	1	8	3	8
50	COC(=O)c1ccccc1S(=O)(=O)N(CCCN1CCOCC1)Cc1cccs1	3	0	-2	7	3

#	LYPLA1 counter	ZTA DNA inh	PREPL inh	PAD4 FP inh
41	2	31	0	0
42	-3	8	2	-5
43	-7	-1	46*	-1
44	1	-4	0	8
45	-7	3	6	-6
46	4	2	3	7
47	1	9	27	3
48	-6	-3	-6	5
49	-4	11	-4	-2
50	0	3	9	-1

11 compounds already listed, ordered by molar mass, rising.
#	Compound	GSTO1 counter	LYPLA2 inh	PAFAH1B3 FP inh	EBNA-1 inh	PAFAH2 FP inh
45	Cc1cccc(C(=O)Nc2ccc3ccccc3c2)c1	-6	-5	-7	-7	-3
40	Nc1c(C(=O)c2ccccc2)oc2ccc([N+](=O)[O-])cc12	-13	1	1	10	3
41	CC(C)NC(=O)CN(CCc1ccccc1)S(C)(=O)=O	1	10	7	6	1
48	COc1ccc2c(c1)C(c1ccccc1)=NNC(c1ccco1)=N2	5	-6	-3	-1	-6
44	CCOC(=O)c1ccc(NC(=S)N2CCN(CCO)CC2)cc1	-1	1	6	2	2
46	CCN(CC(=O)NCc1cccs1)c1nnnn1-c1ccccc1	3	1	4	5	4
49	Cc1ccc(NC(=O)C2CCCN(S(=O)(=O)c3cccs3)C2)cc1 (configuration not stated)	0	1	8	3	8
39	Cc1cc(OCc2cc(C(=O)N(C)CCOc3ccccc3)no2)cc(C)c1Cl	-1	-2	-1	-17	-3
50	COC(=O)c1ccccc1S(=O)(=O)N(CCCN1CCOCC1)Cc1cccs1	3	0	-2	7	3
38	COc1ccc(/C=C2\Oc3cc(OCC(=O)N4CCC[C@H]4C(=O)O)ccc3C2=O)c(OC)c1OC	-11	-1	10	-3	-10
37	C=CCN1c2ccccc2[C@]23C[C@@H](C(=O)OC)N(C(=O)c4cc(C)oc4C)C2=NC(C(=O)OC)=C(C(=O)OC)[C@H]13	6	8	nt	4	nt

#	LYPLA1 counter	ZTA DNA inh	PREPL inh	PAD4 FP inh
45	-7	3	6	-6
40	-1	-10	25	-3
41	2	31	0	0
48	-6	-3	-6	5
44	1	-4	0	8
46	4	2	3	7
49	-4	11	-4	-2
39	-3	14	-26	-2
50	0	3	9	-1
38	3	-11	8	1
37	1	1	15	1

Continuation.
#	Compound	GSTO1 counter	LYPLA2 inh	PAFAH1B3 FP inh	EBNA-1 inh	PAFAH2 FP inh
51	O=C(C/C=N\OCc1ccc([N+](=O)[O-])cc1)Nc1ccc(F)cc1F	-7	2	6	16	-4
52	COc1ccc(CCNC(=O)CSc2nc(O)c(CC(C)C)c(=O)[nH]2)cc1OC	-6	1	-1	4	-8
53	COc1ccc(/C=N/NC(N)=S)cc1OC(=O)c1cccc2ccccc12	-7	-32	-13	-10	-33
54	O=C(Nc1c2c(nn1-c1ccc([N+](=O)[O-])cc1)CS(=O)(=O)C2)c1ccccc1F	1	9	8	-4	-3
55	CC(C(=O)NCc1cccs1)N1C(=O)c2ccccc2C1=O (configuration not stated)	5	9	2	3	-5
56	Cc1ccc(CSc2nc3c(c(=O)[nH]c(=O)n3C)n2CCC(C)C)cc1	-1	8	-3	7	2
57	OCCN(Cc1ccccc1)C(=S)Nc1ccc(F)cc1	12	4	5	4	4
58	CNc1c(NS(=O)(=O)c2ccc(C3CCCCC3)cc2)c(=O)oc2ccccc12	-4	3	9	9	-3
59	COc1cccc(NC(=O)CNC(=O)c2ccc([N+](=O)[O-])cc2)c1	5	0	6	-8	0

#	LYPLA1 counter	ZTA DNA inh	PREPL inh	PAD4 FP inh
51	3	17	1	2
52	0	19	1	1
53	-18	-5	-2	-4
54	2	-6	7	1
55	4	-17	15	1
56	3	3	30	5
57	2	-15	12	1
58	0	-1	6	2
59	2	-1	0	-3

These rows are one share of the data. The share of hits here may be higher or lower than overall.
